CF NFkB block: inhibitors of PAF-induced NF-kB signaling, primary screen, cell-based, GFP fluorescence, uHTS; KKLEB NF-kB-GFP reporter, GFP fluorescence overnight; inhibition, % at 5 µM; actives 0.86% (n = 360,000); AID 588850, 2011;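 active = at least 50% inhibition at 5 µM, scaled per plate between neutral and stimulator controls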;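 note: PAF is a Pseudomonas aeruginosa culture filtrate used as stimulus; plate controls were PAF-stimulated DMSO wells for no effect and unstimulated DMSO wells for full effect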
TWEAK-Fn14 inh: inhibitors of TWEAK-Fn14 signaling, primary screen, luciferase reporter cells, uHTS; TWEAK-stimulated Fn14 reporter cells, luciferase luminescence, 8 h; inhibition, % at 10 µM; actives 2% (n = 360,000); AID 1159606, 2016; in the data active = inhibition above about 50%
TRAIL sens C8: viability loss with TRAIL in NB7+C8 cells, primary screen, TRAIL sensitizer project, cell-based, ATPlite luminescence | inhibition (viability loss, TRAIL sensitization), % at 10 µM | actives 1% (n = 360,000);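 active = compounds causing at least 50% loss of cell viability in the single-dose screen, relative to plate controls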
NR2E3 ag-1: inhibitors of NR2E3-RetCOR corepressor binding, primary screen, NR2E3 agonist project, biochemical, TR-FRET, GST-NR2E3, biotin-RetCOR; Photoreceptor-specific nuclear receptor (Homo sapiens), Q9Y5X4; 1536-well; inhibition of corepressor binding, % at 4.78 µM; actives 0.12% (n = 320,000); AID 2300, 2010;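 active = percent inhibition above the cutoff of mean plus 3 SD of all tested compounds, set per screening campaign, cut at about 20% in these data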;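 note: 0% = DMSO wells and 100% = biotin wells as full block of FRET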
Target sequence (Q9Y5X4 whole entry, looked up): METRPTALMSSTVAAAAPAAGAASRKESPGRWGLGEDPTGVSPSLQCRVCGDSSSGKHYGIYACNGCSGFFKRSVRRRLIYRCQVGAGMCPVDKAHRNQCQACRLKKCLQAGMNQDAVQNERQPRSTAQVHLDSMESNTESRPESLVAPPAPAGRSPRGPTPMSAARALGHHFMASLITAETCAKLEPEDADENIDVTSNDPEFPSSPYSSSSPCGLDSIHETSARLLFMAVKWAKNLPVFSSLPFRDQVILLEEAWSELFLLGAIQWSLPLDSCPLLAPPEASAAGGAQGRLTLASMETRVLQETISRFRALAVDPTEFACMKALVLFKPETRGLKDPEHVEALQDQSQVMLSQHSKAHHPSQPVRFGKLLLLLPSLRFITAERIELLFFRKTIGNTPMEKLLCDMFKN
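Material: NR2E3–RetCOR corepressor complex / Incubation: Compound–protein incubation for 5 h at 4 °C / Dosing: compound at 4.8 µM, single dose / Detection: time-resolved FRET / Benchmarks: high control biotin, low control 0.6% DMSO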
Peg3 prom inh: Peg3 promoter-driven luciferase inhibitors, primary screen, cell-based, HeLa, luciferase luminescence | AID 588405, 2011 | actives 1.7% (n = 360,000) | HeLa PEG-Prom luciferase reporter, overnight | inhibition, % at 20 µM;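 active = inhibition of at least 50% at 20 µM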
TROY NFkB inh: inhibitors of TROY-driven NF-kB signaling, primary screen, Q293 LMP1-TROYcd cells, NF-kB luciferase, uHTS; AID 1347056, 2019; actives 0.98% (n = 360,000); inhibition, % at 10 µM; Q293 LMP1-TROYcd NF-kB luciferase reporter, 4 h;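 active = compounds whose plate-normalised and pattern-corrected inhibition of the luciferase reporter signal at the single screening dose is 50% or more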
KKLEB cytotox: cytotoxicity in KKLEB CF airway cells, primary screen, cytotoxicity control for CF NF-kB inhibitor project, cell-based, uHTS, fluorescence assay plates; activity change (cytotoxicity), % at 5 µM; KKLEB CF airway cells viability, ATPlite luminescence, overnight; active compounds read low; cells stimulated with P. aeruginosa culture filtrate; AID 602141, 2011; actives 0.36% (n = 360,000);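 active = corrected activity change at or below -50% at 5 µM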
HIF-2a block: HIF-2a reporter inhibitors, primary screen, luminescence, 786-0 RCC cells. inhibition, % at 18.8 µM. actives 0.72% (n = 360,000). 786-0 RCC cells HIF-2a reporter, luciferase luminescence, overnight;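 active = inhibition of the luminescence signal of 40% or more relative to plate controls, in a single-dose primary screen at 18.75 µM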
MITF TRPM1 inh: inhibitors of MITF-dependent TRPM1 promoter reporter, primary screen, cell-based, SK-MEL-5, single point, luciferase; SK-MEL-5 TRPM1 promoter luciferase, 24 h; inhibition, % at 12.5 µM; actives 0.83% (n = 330,000);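 active = mean inhibition across replicates of 60% or more, whatever share of single replicates reaches that level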; note: values of inactives mirror those of a sister screen read the other way
NR2E3 ag-2: NR2E3 agonists in two-hybrid cells, primary screen, cell-based, luminescence, CHO-S, Gal4-NCOR/VP16-NR2E3; Photoreceptor-specific nuclear receptor (Homo sapiens), Q9Y5X4; luciferase; inhibition of corepressor binding, % at 3.98 µM; actives 0.35% (n = 360,000); AID 602229, 2012;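 active = inhibition above the mean of all tested compounds plus 3 SD, cut at about 70% in these data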;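 note: 0% = DMSO with NR2E3 transfected cells and 100% = cells lacking NR2E3 construct; higher means lower luciferase signal from less NR2E3 corepressor binding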
Shn3 3UTR inh: reduction of Shn3 3'UTR firefly luciferase signal, primary screen, Schnurri-3 inhibitor project, cell-based, Clone20 osteoblasts, set 2 | Clone20 osteoblast Shn3 3'UTR firefly luciferase, 24 h | inhibition, % at 12.5 µM | actives 0.52% (n = 360,000) | AID 588674, 2011;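 active = mean inhibition of at least 75% with every replicate also reaching 75%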;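 note: 0% = median of neutral control wells and 100% = pilot-screen positive control compound; some compounds past the cut are filed as inactive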
Numbers without * were called inactive; . = not tested or not shown. Some of the compounds tested (hit frequency here may not be typical).

SMILES	CF NFkB block	TWEAK-Fn14 inh	TRAIL sens C8	NR2E3 ag-1	Peg3 prom inh	TROY NFkB inh	KKLEB cytotox	HIF-2a block	MITF TRPM1 inh	NR2E3 ag-2	Shn3 3UTR inh
O=c1c2ccccc2c(C=NC2CCS(=O)(=O)C2)c(O)n1-c1ccccc1 (stereo unspecified)	-2.7	-3.2	-24.9	3.3	12.1	-6.7	8.0	14.7	0.7	-11.4	-0.7
Cc1cccc(-c2noc(CN(C(=O)c3ccc4c(c3)OCO4)C(C)C)n2)c1	-6.2	-3.3	-3.4	-4.8	17.6	-5.9	-35.0	15.2	-0.6	3.2	0.4
CCCCN(C(=O)CC1OC(=O)c2ccccc21)c1c(N)n(CCCC)c(=O)[nH]c1=O (stereo unspecified)	-28.3	4.8	6.2	1.2	-5.2	-21.0	8.4	15.1	-1.2	-14.7	-10.7
Cc1ccc(C)c(OC(C)C(=O)Nc2ccc(S(=O)(=O)Nc3nccs3)cc2)c1 (stereo unspecified)	9.5	9.1	-3.4	2.8	18.2	-0.5	-6.4	-0.3	4.1	-16.6	-8.1
Cc1cccc(NC(=S)NC(C)CCc2ccccc2)c1 (stereo unspecified)	4.4	-9.9	-4.5	-2.4	27.3	-16.3	-9.2	10.4	3.0	18.9	6.6
CC1CC(=O)NN=C1c1ccc(N)c([N+](=O)[O-])c1 (stereo unspecified)	6.2	2.4	0.0	-1.1	2.1	10.6	1.3	20.5	-12.8	-10.8	-4.5
COC(=O)/C(C#N)=C/c1c(N2CCN(c3ccccc3)CC2)nc2ccccn2c1=O	11.2	2.6	0.4	0.6	-37.2	-30.8	-3.9	-167.9	-40.1	-73.5	-2.5
Clc1ccc(-c2nc3ccncc3[nH]2)cc1	2.3	11.3	41.9	-0.2	-236.2	-39.9	5.4	-183.9	-48.1	-72.0	-67.7
O=C(NCc1cccc(Cl)c1)c1ccc(-c2cccnc2)c2ccoc12	8.7	-12.9	-23.5	.	-101.2	-50.3	10.4	-150.1	.	-50.2	-21.6
C[C@H](NC(=O)c1ccccc1Cl)C(=O)OCCOc1ccc(Cl)cc1	-12.5	-10.7	25.5	0.1	-10.8	-28.3	4.6	0.2	1.7	-11.6	-8.4
COC(=O)c1ccc(Nc2nc(N3CCOCC3)nc(N3CCOCC3)n2)cc1	1.8	-46.1	-8.4	0.3	-7.7	-25.2	-9.7	-1.1	-89.8	14.8	2.3
CC1=C(C(=O)OCc2ccccc2)C(c2cccs2)N2C(=O)CCSC2=N1 (stereo unspecified)	-15.4	18.3	4.1	0.1	17.2	19.1	9.5	26.0	-12.7	13.5	4.1
O=C1NC(=S)S/C1=C\c1cc2ccccc2nc1N1CCCCC1	54.9*	21.7	2.4	0.7	38.3	58.7*	-37.6	-52.6	12.0	6.8	.
COC(=O)c1ccc(N2NC(=O)/C(=C/c3cc(OC)c(O)c(OC)c3)C2=O)cc1	-21.9	-1.8	-39.9	-0.4	4.0	-15.5	9.8	9.6	-4.7	31.0	3.6
CSc1ccc(NC(N)=S)cc1	-6.3	-1.5	0.1	-0.3	21.1	-11.7	3.2	4.5	3.6	-9.4	2.7
CCOC(=O)c1ccc(NC(=S)NNC(=O)C2(C)CC2(Cl)Cl)cc1 (stereo unspecified)	-7.5	-13.8	6.3	2.6	-55.2	-30.5	-1.7	-41.3	-3.3	-20.9	4.6
CCCCCCN1CCN(C2CN(Cc3cn(CCCC(=O)OC)nn3)S(=O)(=O)C2)CC1 (stereo unspecified)	.	-3.9	2.2	.	.	-5.0	.	9.7	.	3.4	.
CCN(CC)c1ccc(CNc2nc3ccccc3n2C)cc1	-30.5	-0.9	14.8	2.7	-68.9	-2.6	-2.9	-79.3	-10.9	-62.5	-6.0
COc1cc(/C=N/OCC(=O)NC2CCCCC2)ccc1OCc1ccccc1	-17.3	-19.5	9.8	-2.0	-142.0	-33.7	0.6	-129.4	-11.2	-31.3	12.6
CN(C)CCNC(=O)/C(=C/c1ccc(-c2ccc(Cl)cc2)o1)NC(=O)c1ccccc1	30.0	-22.8	16.5	0.9	100.1*	-14.1	-18.5	7.9	66.0*	6.2	-0.7

Entries listed so far marked active in MITF TRPM1 inh.
SMILES,CF NFkB block,TWEAK-Fn14 inh,NR2E3 ag-1,Peg3 prom inh,HIF-2a block,MITF TRPM1 inh,NR2E3 ag-2,Shn3 3UTR inh
CN(C)CCNC(=O)/C(=C/c1ccc(-c2ccc(Cl)cc2)o1)NC(=O)c1ccccc1,30.0,-22.8,0.9,100.1*,7.9,66.0*,6.2,-0.7

Carrying on.
SMILES	CF NFkB block	TWEAK-Fn14 inh	TRAIL sens C8	NR2E3 ag-1	Peg3 prom inh	TROY NFkB inh	KKLEB cytotox	HIF-2a block	MITF TRPM1 inh	NR2E3 ag-2	Shn3 3UTR inh
Cc1c(C(=O)N2CCN(C(=O)c3ccco3)CC2)sc2nc(-c3ccc(F)cc3)cn12	-15.5	2.6	-6.9	0.9	3.8	4.0	-12.7	3.2	.	-8.5	4.7
CC1=C(C#N)c2nc(N)c(C#N)c(C)c2/C1=C\c1ccc(-c2ccccc2C(=O)O)o1	12.6	70.3*	-6.4	.	13.2	25.0	12.6	5.6	6.8	-3.5	-8.6
Cc1cc(C(=O)OCC(N)=O)c(C)n1-c1ccccc1	12.0	-17.4	-17.3	4.0	-62.0	-12.6	-3.0	-100.5	-7.0	-12.2	-20.5
O=C(NC(=S)Nc1cccc(C(F)(F)F)c1)c1csnn1	-5.6	-10.2	0.4	1.2	8.8	-20.2	1.3	6.3	3.5	6.6	-15.3
OC(COc1ccc(F)cc1)CN1CCN(CC(O)COc2ccc(F)cc2)CC1 (stereo unspecified)	-1.1	15.5	1.2	-2.2	9.4	20.7	-2.2	18.5	-0.1	6.1	5.1
CC(C)Cc1nc2ccccc2n1CCc1ccccc1	17.2	-10.3	19.2	2.3	23.3	8.7	10.3	16.0	12.3	-24.7	18.7
O=C(/C(=C/c1cccnc1)n1ccnc1)c1ccc(Cl)cc1Cl	-2.9	-11.7	0.8	1.6	3.1	-26.7	10.7	27.8	9.2	-32.7	-17.2
N#Cc1cccc(N2[C@@H](Cc3cc4ccccc4n3Cc3ccccc3)COC[C@H]2Cc2ccc3ccccc3c2)c1	0.4	-21.5	9.9	.	16.1	8.4	-0.3	9.4	.	-3.8	-11.5
Cc1cc(C(=O)N/N=C/c2c(C)nn(-c3ccccc3)c2C)c(C)o1	-8.9	-40.7	-0.8	-1.2	-88.7	-60.5	8.5	-122.5	2.1	-32.0	.
COc1cc2ccccc2cc1C(=O)N(CCN(C)C)c1nc2c(F)cccc2s1	9.7	-14.6	-1.0	3.1	-20.1	-43.7	3.0	0.4	2.4	10.5	2.4

As entered above.
`N#Cc1cccc(N2[C@@H](Cc3cc4ccccc4n3Cc3ccccc3)COC[C@H]2Cc2ccc3ccccc3c2)c1` in TRAIL sens C8 = 9.9
`Cc1c(C(=O)N2CCN(C(=O)c3ccco3)CC2)sc2nc(-c3ccc(F)cc3)cn12` in NR2E3 ag-1 = 0.9
`O=C(NC(=S)Nc1cccc(C(F)(F)F)c1)c1csnn1` in HIF-2a block = 6.3

(further entries)
SMILES	CF NFkB block	TWEAK-Fn14 inh	TRAIL sens C8	NR2E3 ag-1	Peg3 prom inh	TROY NFkB inh	KKLEB cytotox	HIF-2a block	MITF TRPM1 inh	NR2E3 ag-2	Shn3 3UTR inh
NC(=O)c1nsc(C(=O)N(c2ccc3c(c2)OCO3)C(C(=O)NCC2CCCO2)c2ccc(F)cc2)c1N (stereo unspecified)	-14.8	-13.1	-12.0	2.8	-35.5	-55.4	2.1	-49.4	-11.4	1.7	-7.7
CCNc1ccc(C(=O)OCC)cc1NC(=O)c1cccc(N(C)C)c1	5.6	9.3	15.4	3.0	-92.0	-28.1	-14.0	-34.3	12.0	-34.4	-2.4
CCCCC(O)(CCCC)C(=O)NN(C(=O)OCC)c1ccccc1	-17.2	-23.6	5.1	-0.7	3.7	-5.3	1.3	1.2	7.9	-15.5	1.1
COc1ccc(NC(=O)c2cc3c(CO)cnc(C)c3oc2=Nc2cc(OC)cc(OC)c2)cc1	9.4	-22.1	14.4	2.8	6.0	14.7	-3.5	17.1	-12.0	1.3	19.1
O=C(COC(=O)c1ccc(Br)cc1)NCC1CCCO1 (stereo unspecified)	-0.2	3.6	-0.4	.	-0.4	8.1	-15.0	2.9	-15.9	6.0	-5.9
CCCCn1c(SCC(=O)NCc2ccc3c(c2)OCO3)nnc1C(CC)N(C)C (stereo unspecified)	-17.1	-8.7	-10.0	.	5.3	11.1	19.1	3.5	-10.4	-26.2	4.4
CCOP(=O)(O)c1cccc(OCCOCCOc2cccc(P(=O)(O)OCC)c2)c1	11.2	-6.8	1.8	0.2	5.6	13.7	5.2	21.4	-1.9	-23.1	4.5
CC(C)(C)C1c2[nH]c3ccccc3c2CCN1Cc1cccc(OCCO)c1 (stereo unspecified)	4.8	-11.8	-0.8	2.6	11.0	2.1	-1.3	23.7	18.6	-15.5	63.3
C=CCN1c2ccccc2[C@]23C[C@@H](C(=O)OC)N(C(=O)c4cccs4)C2=NC(C(=O)OC)=C(C(=O)OC)[C@H]13	47.4	41.5	20.4	0.5	75.0*	30.2	-20.2	15.6	-5.8	-9.7	39.0
CCCCC(=O)N(c1ccc(OCC)cc1)C1C=CS(=O)(=O)C1 (stereo unspecified)	10.7	1.0	-23.2	-1.6	0.7	-15.0	-13.1	12.5	-11.9	-12.7	-2.1
CC(=O)Nc1ccc(S(=O)(=O)Nc2ccc(=O)n(Cc3ccc(Cl)c(Cl)c3)c2)cc1	-18.4	-17.5	-4.9	1.2	14.3	2.6	0.4	15.0	1.2	-4.8	7.8
CCN(CC(=O)Nc1c(F)cccc1F)C(=O)C1CC(=O)N(c2ccc3c(c2)OCCO3)C1 (stereo unspecified)	-1.2	1.3	3.6	1.9	-10.0	-22.4	-5.9	18.0	1.0	-2.5	-15.8
Cc1ccc(F)cc1NC(=O)C1CCCN(c2ncccn2)C1 (stereo unspecified)	3.4	-3.3	-3.2	0.0	0.6	14.1	-5.5	0.8	-8.8	-15.2	9.5
Cc1nc(NCCOc2ccccc2)sc1C(=O)Nc1ccccc1	2.7	-0.7	-20.6	-4.1	-121.4	-59.8	3.0	-179.5	-55.8	-103.0	-47.4
CCCCCn1c(N)c(-c2nc3ccccc3o2)c2c([N+](=O)[O-])nn(CC)c(=O)c21	13.1	-71.5	-6.9	3.0	9.5	-5.7	-4.3	-1.0	16.4	11.3	17.6

Compound activity: PubChem, several laboratories
